Bioassay records from PubChem.
Pf apPOL inh – Pf-apPOL inhibitors, biochemical, fluorescence | Plasmodium falciparum apicoplast DNA polymerase (apPOL) | 210,000 tested, 0.25% active | Recombinant Pf-apPOL, molecular beacon fluorescence, 1.5 h | inhibition, % at 10 µM
mHTT CaM bind – mutant huntingtin-calmodulin interaction inhibitors – biochemical, AlphaScreen, primary screen; P42858; AlphaScreen His-mHTT/GST-CaM binding, luminescence; 190,000 tested, 3.6% active; inhibition, % at 15 µM;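 also: 0% = both proteins with DMSO and 100% = one protein alone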
* marks the source's active call; other numbers are inactive results; . = no result given; & = joins results of further samples. Rule as the data show it: active = inhibition above about 50%; inactive = the rest. A portion of the library; count on the stated rates, not on these rows.

SMILES	Pf apPOL inh	mHTT CaM bind
CN(C)c1nc(OCCNC(=O)Nc2ccccc2)nc(N(C)C)n1	6	-6
N=S(Cc1ccc(Br)cc1)Nc1ccccc1 (stereo unspecified)	-8	.
O=C(O)CNS(=O)(=O)c1ccc(Br)s1	-5	-9
Cc1nn(C)c(C(=O)Oc2cc(Cl)cc(Cl)c2)c1[N+](=O)[O-]	2	.
COCc1noc(C2CCCCN2CC(=O)NCc2ccccc2)n1 (stereo unspecified)	-2	5
O=C(CC1(O)C(=O)Nc2ccc(Br)cc21)c1cccc([N+](=O)[O-])c1 (stereo unspecified)	-8	4
Cc1cc2[nH]c(C(=O)Nc3ccccc3Cl)c(CN3CCCC3)c2s1	5	-1
Cc1ccc(C)c(NS(=O)(=O)c2cc3n(c2)CCN(C)C3=O)c1	-2	-6
O=C(O)c1ccc(NC(CS(=O)(=O)Cc2ccc(F)cc2Cl)C(=O)O)c([N+](=O)[O-])c1 (stereo unspecified)	4	1
COc1ccc(CNC(=O)C(=O)Nc2ccccc2)cc1	3	-1
CC(=O)Nc1ccccc1NC(=O)CCCc1ccccc1	-5	2
Cc1cc2n(n1)CCC(=O)N2CCCC(=O)N1CCN(c2cc(Cl)ccc2C)CC1	-6	84*
CC1(C)CC(=O)C2=C(C1)Nc1ccccc1NC2c1ccc(-c2ccc([N+](=O)[O-])cc2Cl)o1 (stereo unspecified)	-3	50
Cn1cnc2c1CN(C(=O)c1ccoc1)CC2	7	0
Cn1cccc1CN(C(=O)CSCc1ccccc1)C1CC1	-8	0

Single entries from the entries so far:
CN(C)c1nc(OCCNC(=O)Nc2ccccc2)nc(N(C)C)n1 in Pf apPOL inh = 6
Cn1cccc1CN(C(=O)CSCc1ccccc1)C1CC1 in mHTT CaM bind = 0

Additional entries:
SMILES	Pf apPOL inh	mHTT CaM bind
CCC(=O)N1c2ccccc2-c2nnc(SC)nc2OC1C (stereo unspecified)	-71	-2
CCCCN(CC)C(=O)c1ccc(OC)cc1	-5	-2
COc1ccc(CC(=O)N2CCCC2c2ccccc2C)cc1 (stereo unspecified)	-1	-4
CCOC(=O)c1cc(C#N)c(SC)nc1-c1ccccc1	0	.
O=C1/C(=C/c2ccc(Br)s2)Cc2ccccc21	2	9
O=C1C(=O)N(c2ncccn2)C(c2ccc(Cl)cc2)C1=C(O)c1ccc(F)cc1 (stereo unspecified)	0	-14
CCSc1nc2sc3c(c2c(=O)n1-c1ccc(OC)cc1)CCC3	4	1
CC(=O)NC(=O)c1cc2ccccc2oc1=Nc1cccc(F)c1	-3	-3
COc1cccc(C=C2Oc3c(CN4CCN(CCO)CC4)c(O)cc(C)c3C2=O)c1OC	-4	-3
O=C(c1ccc(Br)o1)N1CCC(c2cnn(-c3ccc(F)cc3)c2)CC1	-2	24
CC(=O)N1CCC2(CC1)SCC(=O)N2Cc1ccccc1	-4	-5
O=C(CSc1nc(O)cc(=O)n1-c1ccccc1)Nc1ccccn1	-1	10
Cc1ccc(/C=C2/SC(=Nc3ccc(F)cc3)NC2=O)o1	-3	19
CC(=O)c1cccc(-c2ccc(CN3C(CC(C)C)C(=O)N(Cc4cn(CC5CCCCC5)nn4)CCS3(=O)=O)cc2)c1 (stereo unspecified)	-6	23
CN1CCN(C(CNC(=O)C(=O)NC2CC2)c2ccsc2)CC1 (stereo unspecified)	-8	-8
CSc1nc(C2CC2)cc(-c2ccco2)c1C#N	-4	5
Cc1c(-c2ccnn2C(=O)c2ccc(C(F)(F)F)cc2)sc2ccccc12	7	.
COc1ccccc1C(=O)Nc1ccccc1NC(=O)Cn1cnc2ccccc21	-5	8
COc1cc(C(CCN2CCOCC2)c2c(OC)cc(OC)c3c2OC(=O)CC3c2ccc(N(C)C)cc2)cc(OC)c1OC (stereo unspecified)	-6	74*
CCc1cc(C2CCCN2C(=O)c2cc(-c3ccc(F)cc3)no2)on1 (stereo unspecified)	-4	-2
N#Cc1c(SCC(N)=O)nc2c(c1-c1cccs1)CC/C2=C\c1cccs1	2	11
O=C(O)c1ccc(S(=O)(=O)CC2CCCO2)c([N+](=O)[O-])c1 (stereo unspecified)	-4	0
CC1CN(C(NC(=O)Cc2ccccc2)C(Cl)(Cl)Cl)CC(C)O1 (stereo unspecified)	-4	-6
CCOC(=O)C1C(=O)CC(C)(O)C(C(=O)OCC)C1c1ccccc1 (stereo unspecified)	-6&-5	-3
O=S(=O)(NCc1ccc2c(c1)OCO2)c1ccc(Br)cc1	0	-9
COc1ccc(CN2C(=O)c3ccccc3C2C(=O)NCCCN2C(C)CCCC2C)c(OC)c1 (stereo unspecified)	-13	5
O=C(NCc1ccncc1)C1CCc2nc(N3CCCC3)ncc2C1 (stereo unspecified)	4	-11
Cc1nccn1-c1ccc(C(=O)Nc2nc3ccccc3s2)nn1	3	1
O=S(=O)(c1ccc(F)cc1)N1CCN(c2ncnc3scc(-c4ccccc4)c23)CC1	-6	0
CCN1CCn2cc(C(=O)NCc3ccccc3C(F)(F)F)nc2C1	1	16
O=C(NCc1ccccc1F)C1CCc2sc(C(=O)N3CCOCC3)cc2C1 (stereo unspecified)	-1	5
COc1cc(NC(=O)C2CC(=O)NC(=N)S2)c(OC)cc1Cl (stereo unspecified)	-4&0	3&-7
Nc1nnc(Cc2ccccc2F)s1	0	3
N#Cc1cc2c(nc1SC(CCC1CC1)c1ccccc1)CCC2 (stereo unspecified)	.	-10
COCCN1CCC(N2CCCN(C(=O)Nc3cc(C)cc(C)c3)CC2)C1=O (stereo unspecified)	5	1
O=C(C1CCCO1)N1CCc2c(c(CO)nn2Cc2ccccc2)C1 (stereo unspecified)	-1	-4
CC(C)(C)n1nc2c(c1NC(=O)C1CCCC1)CSC2	-3	30
C(=Nc1ccc2c(c1)OCCO2)c1ccc(OC2CSC2)cc1	.	0
CCCn1c(=N)c(C(=O)NCc2ccco2)cc2c(=O)n3ccccc3nc21	-12	9
CN(CCCOC(=O)c1occ2ccccc12)C1CN(Cc2cn(Cc3ccccc3Cl)nn2)S(=O)(=O)C1 (stereo unspecified)	-1	40
Cc1cccc(Nc2nc(N)nc(CSc3nccc(C)n3)n2)c1	3	8
O=C(Nc1ncc(Cc2ccc(F)cc2)s1)c1ccccc1Cl	-3	-19
CCSc1nnc(NC(=O)C2CCCN(c3ccc(-n4nc(C)cc4C)nn3)C2)s1 (stereo unspecified)	-7	-12
CNc1cnn(C2CCCCC2)c(=O)c1Cl	2	-2
Cc1ccc(C(=O)Sc2n[nH]c(=O)[nH]c2=O)cc1	12	98*
N#Cc1cccc(C(=O)N2CCOc3ccccc32)c1	3	6
O=C(c1ccc2c(c1)OCO2)N1CCC(n2nc(-c3ccsc3)ccc2=O)CC1	-3	98*
Cc1nnsc1-c1onc(C)c1C(N)=O	-8	.
C=CCNC(=O)C(=O)Nc1ccc2c(c1)N(C(=O)C(C)C)CCC2	-6	-6
COc1cccc(C2N(c3cccc(OC)c3)C(=O)C3CCCN32)c1 (stereo unspecified)	1	3
O=C1C2CC=C(Cl)CC2C(=O)N1c1ccc([N+](=O)[O-])cc1O (stereo unspecified)	-5	10
CCN(CCN(C)C)Cc1ccc(F)cc1	1	-1
CCOC(=O)N1CCN(C(=O)C2CCN(Cc3ccccc3OCC)CC2)CC1	-4	5
CCNC(=O)c1cc2c(=O)n3ccccc3nc2n(CCOC)c1=N	6	-3
CC(C)C(=O)NCc1csc(C2CCN(C(=O)COc3ccccc3)CC2)n1	-5	-11
O=C(NC1CCCCC1)c1csc(N2CCN(c3ccccc3)CC2)n1	1	37
CCN1C(=O)C(CC(=O)NCc2ccccn2)Sc2ncccc21 (stereo unspecified)	-4	-5
c1ccc2c(c1)nc1nc[nH]n12	0	4
Cc1ccccc1S(=O)(=O)N1CCC(c2nc(C(=O)N3CCOCC3)c(C)o2)CC1	-4	4
CSC1=NCCN1C(=O)c1ccccc1Br	5	1
(cont.)
SMILES	Pf apPOL inh	mHTT CaM bind
O=S(=O)(NCC1(O)CCOCC1)c1c(F)cccc1F	-5	-15
COc1ccccc1C(CC(=O)N1CCCC1)c1cnc2n1CC(C)CC2 (stereo unspecified)	-2	4
CC1=C(C(N)=O)C(c2cccc(O)c2)n2nc(SCc3ccccc3Cl)nc2N1 (stereo unspecified)	0	-1
O=C(COc1ccc(Br)cc1Cl)NCC1CCCO1 (stereo unspecified)	6	-3
Cc1sc2cc(C(=O)NC3CC3)[nH]c2c1CN1CCCC1	-1	34
O=C(c1ccco1)N1N=C(c2ccco2)CC1c1ccc2nccnc2c1 (stereo unspecified)	1	19
CCOC(=O)CN1CC23C=CC(O2)C(C(=O)Nc2cc(OC)ccc2OC)C3C1=O (stereo unspecified)	-3	-3
O=C1NN(c2ccc(F)cc2)C(=O)/C1=C/c1ccc(O)cc1	-3	6
CSc1nnc(Sc2ncc([N+](=O)[O-])s2)s1	-23&-19	.
CCn1cc(NC(=O)NCCc2c[nH]c3ccccc23)c2ccccc21	0	72*
O=C(NCCc1ccncc1)C1CCCN(c2nnc3ccc(C(F)(F)F)cn23)C1 (stereo unspecified)	1	1
COc1cc(C2Oc3ccccc3C=C2[N+](=O)[O-])ccc1OCc1ccccc1 (stereo unspecified)	-3	37
CCOC(=O)CNC(=O)CSc1nnc(NC(=O)NC(C)(C)C)s1	2	-16
COC(=O)COc1ccc2c(c1)OC(=Cc1cc(OC)c(OC)c(OC)c1)C2=O	-9	16
Clc1ccc(C2C=C(c3cccc(Br)c3)Nc3nnnn32)c(Cl)c1 (stereo unspecified)	0	-5
O=C1CN(S(=O)(=O)CBr)CC2c3ccccc3CCN12 (stereo unspecified)	2	-2
O=C(NCCN1CCCCC1)c1cc2c(s1)CCN(C(=O)c1ccc(Cl)cc1)C2	2	0
COc1ccc(C(=O)Nc2cccc(C)c2C(=O)O)cc1	-2	0
O=C(Nc1ccc(N2CCN(Cc3cccs3)CC2)nc1)c1ccc(F)cc1F	-2	3
CSc1nc2cc(-c3ccc(Cl)cc3)nn2c(N)c1S(=O)(=O)c1ccc(Cl)cc1	-4	.
NS(=O)(=O)c1ccc(NC(=O)CN2CCc3ccccc32)cc1	-4	.
CC1C(=O)N(c2ccc(F)cc2F)CCN1C(=O)c1cccc(Br)c1 (stereo unspecified)	-3	-6
CC(C)S(=O)(=O)c1csc(C(=O)NN)c1-n1cccc1	-5&-2	.
CC1CCCCC1N1C(=O)c2ccccc2C1C(=O)NC1CCCCC1 (stereo unspecified)	-3	52*
CN1C2C=C(N(CCc3c[nH]c4ccccc34)C(=O)c3ccccc3)CC1CC2 (stereo unspecified)	-9	11
COc1cccc(CNC(=O)N2CCc3c(nc4cc(-c5ccccc5)[nH]n4c3=O)C2)c1	-2	4
CCOC(=O)c1cnc(NNC(=O)c2cccs2)nc1C(F)(F)F	-7&-3	.
CCC(=O)Nc1ccc2nc(-c3ccc(C)cc3)cc(OC)c2c1	2	9
O=C(NCCc1ccoc1)C1CC=CCC1 (stereo unspecified)	-6	2
Cn1nc(-c2nc(-c3ccccc3F)no2)c2c1CCN(C(=O)c1cccs1)C2	-3	13

Reprinted from above, 19 compounds:
SMILES	Pf apPOL inh	mHTT CaM bind
C(=Nc1ccc2c(c1)OCCO2)c1ccc(OC2CSC2)cc1	.	0
CCCn1c(=N)c(C(=O)NCc2ccco2)cc2c(=O)n3ccccc3nc21	-12	9
CN(CCCOC(=O)c1occ2ccccc12)C1CN(Cc2cn(Cc3ccccc3Cl)nn2)S(=O)(=O)C1 (stereo unspecified)	-1	40
Cc1cccc(Nc2nc(N)nc(CSc3nccc(C)n3)n2)c1	3	8
O=C(Nc1ncc(Cc2ccc(F)cc2)s1)c1ccccc1Cl	-3	-19
CCSc1nnc(NC(=O)C2CCCN(c3ccc(-n4nc(C)cc4C)nn3)C2)s1 (stereo unspecified)	-7	-12
CNc1cnn(C2CCCCC2)c(=O)c1Cl	2	-2
Cc1ccc(C(=O)Sc2n[nH]c(=O)[nH]c2=O)cc1	12	98*
N#Cc1cccc(C(=O)N2CCOc3ccccc32)c1	3	6
O=C(c1ccc2c(c1)OCO2)N1CCC(n2nc(-c3ccsc3)ccc2=O)CC1	-3	98*
Cc1nnsc1-c1onc(C)c1C(N)=O	-8	.
C=CCNC(=O)C(=O)Nc1ccc2c(c1)N(C(=O)C(C)C)CCC2	-6	-6
COc1cccc(C2N(c3cccc(OC)c3)C(=O)C3CCCN32)c1 (stereo unspecified)	1	3
O=C1C2CC=C(Cl)CC2C(=O)N1c1ccc([N+](=O)[O-])cc1O (stereo unspecified)	-5	10
CCN(CCN(C)C)Cc1ccc(F)cc1	1	-1
CCOC(=O)N1CCN(C(=O)C2CCN(Cc3ccccc3OCC)CC2)CC1	-4	5
CCNC(=O)c1cc2c(=O)n3ccccc3nc2n(CCOC)c1=N	6	-3
CC(C)C(=O)NCc1csc(C2CCN(C(=O)COc3ccccc3)CC2)n1	-5	-11
O=C(NC1CCCCC1)c1csc(N2CCN(c3ccccc3)CC2)n1	1	37

Other structures follow.
SMILES	Pf apPOL inh	mHTT CaM bind
CC(C)(C)OC(=O)N1CCC(C(=O)Nc2ccc(C(=O)NC3CC3)cc2)CC1	-5	-6
CC(C)CCNC(=O)C1CC(=O)N(CCc2c[nH]c3ccc(Cl)cc23)C1 (stereo unspecified)	1	26
CC1CN(S(=O)(=O)c2ccc(F)cc2)CC1c1nc(-c2ccccc2)no1 (stereo unspecified)	2	0
O=C(Nc1ccc(Cl)cn1)c1ccc(-c2cccc(Cl)c2)o1	-8	-4
O=C(COc1ccc(F)cc1)Nc1ccc2c(c1)CCC(=O)N2	-7	1
CC(C)c1noc(C2CCCCN2Cc2ccccn2)n1 (stereo unspecified)	-4	7
Cc1cc(C(=O)N2C=CC(C(F)(F)F)=NCC2)nn1C	3	.
CN1CCN(S(=O)(=O)c2ccc(CNC(=O)c3ccccc3)s2)CC1	-4	.
COc1ccccc1CNc1ccc(C(=O)Nc2ccc(C(F)(F)F)cc2)cc1[N+](=O)[O-]	-4	7
CCOC(CSc1nc2ccccc2[nH]1)OCC	32	-10
CCc1ccc(Nc2c(C(=O)N3CCOCC3)cnc3nc(C)ccc23)cc1	-2	-1
CC(C)N(C(=O)c1ccc(C(=O)Nc2ccccc2)cc1)C(C)C	-1	-3
O=C1CCC(c2ccc(Br)cc2)=NN1	-10	-6
Oc1c(Cl)cc(Cl)cc1C(C#Cc1ccccc1)N1CCOCC1 (stereo unspecified)	4	5
